# PAFAH1B2 FP inh – blocks human PAF acetylhydrolase 1b catalytic subunit 2; P68402; recombinant PAFAH1B2, FP-rhodamine activity probe, fluorescence polarization; inhibition, % at 3.39 µM; 340,000 tested, 1.2% active;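 active = inhibition above the mean of all tested compounds plus 3 SD, cut at about 24% in these data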;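 also: 0% = enzyme with DMSO and 100% = wells lacking PAFAH1B2; many of its hits are not listed in these tables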
# PME-1 inh – PME-1 (human) inhibition | Q9Y570 | recombinant PME-1, FP-Rh probe fluorescence polarization | 320,000 tested, 0.53% active | AID 2130 | inhibition, % at 5.9 µM;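 active = inhibition above the campaign mean of all compounds plus 3 SD, cut at about 26% in these data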;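 also: competitive labeling of PME-1 active site by serine hydrolase directed probe; 0% = PME-1 with DMSO and 100% = wells lacking PME-1 enzyme; inhibitors block probe labeling so polarization falls and inhibition rises; many of its hits are not listed in these tables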
# pPAFAH FP inh – inhibitors of human plasma PAF acetylhydrolase (pPAFAH). 330,000 tested, 1.5% active. inhibition, % at 3.39 µM. recombinant pPAFAH, FP-rhodamine probe fluorescence polarization;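 active = inhibition above the mean inhibition across the screen plus 3 SD, cut at about 25% in these data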;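 also: inhibitors block binding of the rhodamine activity-based probe so polarization drops; 0% = enzyme with DMSO and 100% = wells lacking pPAFAH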
# PAFAH1B3 inh – PAFAH1B3 (human) inhibition; Q15102; recombinant PAFAH1B3, FP-rhodamine probe, fluorescence polarization; inhibition, % at 3.39 µM; 340,000 tested, 0.28% active; AID 492972;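 active = inhibition above the screen-wide average of all tested compounds plus 3 SD, cut at about 25% in these data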;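 also: 0% = enzyme with DMSO only and 100% = wells lacking PAFAH1B3 protein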
# Target sequence (Q15102 whole entry, looked up): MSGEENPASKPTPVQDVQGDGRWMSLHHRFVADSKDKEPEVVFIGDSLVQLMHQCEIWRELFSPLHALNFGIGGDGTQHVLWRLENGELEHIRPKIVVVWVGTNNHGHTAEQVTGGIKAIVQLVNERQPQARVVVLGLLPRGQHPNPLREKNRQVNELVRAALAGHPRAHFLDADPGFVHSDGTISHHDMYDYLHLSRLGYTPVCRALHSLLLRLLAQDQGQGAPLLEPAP
# LYPLA2 counter – blocks human lysophospholipase 2, a PME1 counter-screen; O95372; recombinant LYPLA2, FP-Rh probe fluorescence polarization; inhibition, % at 5.9 µM; 320,000 tested, 0.38% active;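 active = inhibition above the screen-wide mean plus 3 SD, limit set per campaign, cut at about 26% in these data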;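 also: 0% = LYPLA2 with DMSO and 100% = wells lacking LYPLA2 enzyme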
# Target sequence (O95372 whole entry, looked up): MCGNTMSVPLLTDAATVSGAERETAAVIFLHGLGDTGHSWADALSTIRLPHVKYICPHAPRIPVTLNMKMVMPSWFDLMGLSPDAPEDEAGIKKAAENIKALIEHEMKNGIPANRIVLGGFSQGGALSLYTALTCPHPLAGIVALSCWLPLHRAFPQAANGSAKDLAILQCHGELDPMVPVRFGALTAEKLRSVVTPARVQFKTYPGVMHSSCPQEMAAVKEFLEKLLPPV
# LYPLA1 counter – counter-screen for PME1 inhibitors: inhibitors of human LYPLA1; inhibition, % at 5.9 µM; 320,000 tested, 0.16% active; O75608; recombinant LYPLA1, FP-Rh probe fluorescence polarization;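 active = inhibition above the mean of all tested compounds plus 3 SD, set per campaign, cut at about 14% in these data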;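 also: inhibitors block serine hydrolase probe labeling of LYPLA1 so polarization falls; 0% = enzyme with DMSO and 100% = wells lacking LYPLA1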
# Target sequence (O75608 whole entry, looked up): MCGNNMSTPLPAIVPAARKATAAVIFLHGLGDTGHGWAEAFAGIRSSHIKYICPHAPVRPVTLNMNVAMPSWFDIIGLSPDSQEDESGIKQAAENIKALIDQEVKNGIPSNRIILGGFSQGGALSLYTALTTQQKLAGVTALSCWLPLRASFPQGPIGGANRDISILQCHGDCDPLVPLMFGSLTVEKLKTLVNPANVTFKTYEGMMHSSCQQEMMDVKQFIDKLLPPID
# GSTO1 counter – counter-screen for RBBP9 inhibitors: inhibitors of human GSTO1. P78417. recombinant GSTO1, activity-based probe fluorescence polarization. inhibition, % at 5.96 µM. 300,000 tested, 1.1% active. AID 1974;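 active = inhibition above the campaign mean inhibition plus 3 SD, cut at about 35% in these data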;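 also: 0% = GSTO1-1 with DMSO and 100% = wells lacking GSTO1-1 enzyme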
# Target sequence (P78417 whole entry, looked up): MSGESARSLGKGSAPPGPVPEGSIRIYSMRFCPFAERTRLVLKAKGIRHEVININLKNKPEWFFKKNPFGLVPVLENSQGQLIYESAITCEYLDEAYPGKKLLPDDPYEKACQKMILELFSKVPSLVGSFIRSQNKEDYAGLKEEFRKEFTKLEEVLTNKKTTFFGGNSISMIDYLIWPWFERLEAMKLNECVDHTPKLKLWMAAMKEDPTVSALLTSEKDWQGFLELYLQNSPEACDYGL
# PREPL inh – human PREPL enzyme inhibition | Q4J6C6 | recombinant PREPL, fluorescence polarization activity-based probe | inhibition, % at 5.96 µM | 320,000 tested, 0.68% active; in the data active = inhibition above about 43%;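 also: 0% = enzyme with DMSO and 100% = wells lacking enzyme; many of its hits are not listed in these tables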
# PAD4 FP inh – PAD4 (human) enzyme inhibition; recombinant PAD4, RCA probe fluorescence polarization; inhibition, % at 6.36 µM; 330,000 tested, 0.41% active; AID 485272;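 active = percent inhibition above a cutoff equal to the mean of all tested compounds plus 3 SD, cut at about 15% in these data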;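 also: 0% = PAD4 with RCA probe and DMSO and 100% = probe without PAD4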
# The depositor's hits bear a star; x = not tested or not shown.
SMILES,PAFAH1B2 FP inh,PME-1 inh,pPAFAH FP inh,PAFAH1B3 inh,LYPLA2 counter,LYPLA1 counter,GSTO1 counter,PREPL inh,PAD4 FP inh
CCCCN(C)S(=O)(=O)c1cc(Br)cc2c1N(C(=O)C1CC1)CC2,3,4,2,-6,-7,-3,-5,13,-8
CC(C)Oc1ccc(S(=O)(=O)N2CCOCC2)cc1NC(=O)CN1C(=O)NC2(CCCC2)C1=O,3,2,0,-4,3,0,-2,-4,-3
O=C(NCc1ccccc1F)C1CCCN1S(=O)(=O)c1ccc(F)cc1 (centres undefined),3,-3,-4,8,0,1,1,0,-6
O=C(NCc1ccco1)c1cccc(N2CCCC2=O)c1,-2,2,5,5,7,-1,4,14,4
C=CCn1c(Cc2ccc(OCC)cc2)nnc1SCC(N)=O,2,1,13,5,7,1,1,19,1
COC(=O)Cc1n[nH]c(=O)c2ccccc12,0,1,4,8,0,3,-1,8,-1
O=S(=O)(Nc1nc2ccccc2nc1Nc1ccc2c(c1)OCO2)c1ccccc1,3,11,5,2,3,1,9,-1,2
CC(=O)Nc1c(C)ccc(CNC(=O)COc2ccc(F)cc2)c1C,5,2,2,4,1,-3,4,-4,0
Fc1ccc(CSc2nc3ccccc3[nH]2)cc1,0,-12,-4,2,6,0,7,14,-1
O=C(NCCN1CCN(c2ccccc2)CC1)c1cccc(Br)c1,2,3,8,5,4,1,1,17,2
Cc1c(Nc2cc(N3CCOCC3)c3nonc3c2[N+](=O)[O-])c(=O)n(-c2ccccc2)n1C,x,-2,-4,x,-6,2,-2,8,-7
N#C/C(=C\c1c[nH]c2ccccc12)C(N)=O,-1,0,-1,3,-2,-3,-1,7,2
O=C(c1ccccc1)N1CCC(=O)N(C(CO)Cc2ccccc2)CC1 (centres undefined),2,2,10,-1,4,1,7,-1,-1
O=C(c1ccc(NS(=O)(=O)c2cccc([N+](=O)[O-])c2)cc1)N1CCCCCC1,0,5,4,8,6,2,6,4,5
COc1ccc(Cl)cc1NC(=O)NC(C)C,4,-2,3,4,-4,-3,-4,0,-5
CC1(C)CC(=O)C(C2C3=C(CC(C)(C)CC3=O)Oc3ccccc32)C(=O)C1 (centres undefined),0,-2,1,-3,3,1,-28,2,-3
COc1ccc(N(CC(=O)N2CCc3ccccc32)S(=O)(=O)c2c(C)n[nH]c2C)cc1,1,1,3,8,0,0,-2,6,0
CN=CC1=C(O)C(C(=O)OC)C(C)(C)CC1=O (centres undefined),8,-2,4,9,2,-1,2,10,-3
CSc1ccc(/C=C(\NC(=O)c2ccccc2)C(=O)NCCN2CCOCC2)cc1,6,0,7,-1,3,1,-2,2,1
COc1ccccc1C1CC(=O)Nc2cc(C)c(C)cc21 (centres undefined),-4,-6,1,2,5,3,-2,6,3
C(=C\c1ccccc1)/CNCC1CCCO1 (centres undefined),2,-6,3,0,9,1,-2,4,1
O=C(N/N=C/c1ccco1)c1cccc(NC(=O)c2cccc(Cl)c2)c1,-2,-12,-7,-4,-8,-14,-16,-2,-7
O=C(COC(=O)c1ccccc1)NCc1ccco1,1,-1,3,5,-10,-2,9,2,-6
CCOC(=O)[C@H]1[C@H]2COc3ccc(C)cc3[C@@H]2N2C(=O)c3ccc(C)cc3NC(=O)[C@@]12C,0,-2,-2,-4,0,-1,5,-1,4
CCOC(=O)C1(Cc2cccc(F)c2)CCN(C(=O)Cn2cnnn2)CC1,3,-4,-3,0,-2,0,5,-4,0
Cc1ccc(S(=O)(=O)Nc2ccc3c(c2)CCC3)cc1,12,-23,18,-13,-5,-7,12,-18,-6
Oc1ccc2ccccc2c1/C=N/Nc1ccccc1,10,2,8,3,7,5,32,1,11
COc1ccc(CCNC(=O)COc2ccc3c(C)cc(=O)oc3c2)cc1OC,4,1,2,-2,17,2,8,-3,0
Cn1c(SCc2nc3ccccc3c(=O)[nH]2)nc2ccccc21,5,1,-4,8,-2,-3,4,-10,2
CN(C)C(=O)c1ccc(-n2cccn2)nc1,1,1,1,4,2,6,-3,2,-8
O=C(O)CCN1C(=O)c2ccncc2C1=O,-1,1,0,7,-1,2,-5,2,1
COc1ccc(NC(=O)Nc2cccc3c2O[C@H](CN(C)Cc2ccc(-c4ccccc4)cc2)[C@@H](C)CN([C@H](C)CO)C3=O)cc1,2,x,-5,-9,x,x,x,21,-4
COc1ccc(C(=O)NCC(=O)N/N=C/c2c(C)[nH]c3ccccc23)cc1,4,6,4,7,3,0,7,6,-3
O=C(Cc1ccc(Cl)cc1)N/N=C/c1c(Cl)cccc1Cl,1,-3,1,3,7,3,4,8,-1
CC(=O)Nc1ccccc1-c1nc2ccccc2nc1OCC(=O)c1ccc(Cl)cc1,6,-5,-5,2,-13,-5,8,1,2
COc1ccc(/C=N/NC(=O)c2ccc3nc[nH]c3c2)cc1,x,3,1,x,8,5,-14,0,-3
COc1cc2nc(CN3CCN(S(=O)(=O)c4ccc(Cl)cc4)CC3)[nH]c(=O)c2cc1OC,6,11,1,10,2,-1,4,1,-3
O=C(CCCc1c[nH]c2ccccc12)N1CCOCC1,6,-1,6,-1,5,3,-1,12,-4
CCOc1ccc(CCNC(=O)CCNS(=O)(=O)c2ccc3c(c2)CCN3C(C)=O)cc1OCC,0,2,3,10,2,4,7,-3,4
COc1ccc(NC(=O)c2ccc(S(=O)(=O)N(C)C)cc2)cc1,1,-6,-8,8,3,-3,8,12,-1
Cc1cccc(C(=O)O/N=C(\N)Cc2ccc([N+](=O)[O-])cc2)c1,0,6,15,5,-2,0,-5,0,2
O=C(O)c1cccc(S(=O)(=O)Nc2ccc3oc(=O)sc3c2)c1,27*,0,4,7,-5,-2,16,18,36*
O=C(NCCC1CCCCN1S(=O)(=O)c1ccccc1)C(=O)Nc1ccccc1F (centres undefined),-1,-5,-3,-2,-2,-2,14,6,0
CC(=O)C1=C(C)Nc2ncnn2C1c1ccc(O)cc1 (centres undefined),6,-5,-1,8,-1,-1,-2,21,1
C#CCCOC(=O)N1C2=NC(C(=O)OC)=C(C(=O)OC)[C@@H]3N(C)c4ccccc4[C@]23C[C@H]1C(=O)OC,2,-1,0,0,-2,3,7,-3,-3
COC(=O)c1cc2occc2n1Cc1nc(-c2ccccc2Cl)oc1C,-5,4,0,3,-1,-1,-2,-5,2
CCOC(=O)N1CCC(NC(=O)c2cc(C(=O)Nc3ccc(OC)c(OC)c3)ccc2CO)CC1,0,-10,-9,-1,4,2,4,5,-2
O=C(CSc1ncccn1)N/N=C/c1ccc(OC2CSC2)cc1,2,-3,0,6,6,-1,3,15,-6
CC(C)(C)C(=O)NCCCc1nc2ccccc2n1CCCOc1ccc(Cl)cc1,10,-1,23,0,2,-4,1,22,0
COc1ccc(N2CCN(C(c3ccc4ncccc4c3)c3nnnn3C(C)(C)C)CC2)cc1 (centres undefined),2,6,6,2,8,4,5,8,-3

# More entries follow.
SMILES,PAFAH1B2 FP inh,PME-1 inh,pPAFAH FP inh,PAFAH1B3 inh,LYPLA2 counter,LYPLA1 counter,GSTO1 counter,PREPL inh,PAD4 FP inh
Cn1cnnc1SCC(=O)c1c[nH]c2ccccc12,3,1,-5,0,-1,-2,-3,15,-1
NC(=O)C1CN(S(=O)(=O)c2ccc(Cl)cc2F)c2ccccc2O1 (centres undefined),6,6,1,4,1,1,5,12,-3
O=c1ccc(S(=O)(=O)N2CCCC2)cn1Cc1nc(-c2ccccc2)no1,1,0,1,8,-2,0,x,2,0
COc1cc(C(=O)Oc2ccccc2/C=N/NC(=O)c2ccc(C)c(Cl)c2)cc(OC)c1OC,-1,-5,5,6,3,-1,4,10,5
CC(C)CC1NC(=O)N(CC(=O)Nc2cc(S(=O)(=O)N3CCOCC3)ccc2Cl)C1=O (centres undefined),-2,x,1,2,x,x,x,7,2
NC(=O)COC(=O)c1ccc(Oc2ccccc2)cc1,3,9,1,13,3,-2,1,10,-3
CCCCCCCOc1ccc(OC(=O)c2cccnc2)cc1,4,3,3,0,41*,1,2,1,0
COc1cccc(OC)c1OCCN1CCN(C(c2ccccc2)c2ccccc2)CC1,-5,-3,5,4,-1,-2,5,-6,1
O=C(Oc1ccc(C(=S)N2CCOCC2)cc1)c1ccccc1F,-4,2,6,-1,2,4,11,33,0
CCOC(=O)CNC(=O)Cn1cnc2c(nnn2-c2ccc(F)cc2)c1=O,0,0,-1,4,0,-2,2,3,3
Cc1nnc(C)n1/N=C/c1ccc2c(c1)OCCO2,6,3,4,-5,1,1,0,-2,-5
CC(C)C[C@H](NC(=O)c1nc[nH]c1C(=O)NCCCCCNC(=O)OC(C)(C)C)C(=O)OC(C)(C)C,7,5,9,8,-7,0,13,-3,4
COc1ccccc1NC(=O)NC(N)=O,4,4,8,9,7,-2,1,8,-2
COc1ccc(CNC(=S)Nc2ccc3nc(N4CCOCC4)cc(C)c3c2)cc1,3,18,10,4,4,2,-3,19,-4
Cc1cccc2nc(CSc3nnnn3-c3ccccc3)cn12,2,4,2,11,5,0,8,-2,-9
C(=N\Nc1nn2cnnc2c2ccccc12)/c1ccco1,1,-42,9,-3,-1,0,1,20,5
CSCC(=O)N1CCCC(C(=O)c2cc(F)ccc2F)C1 (centres undefined),-3,-1,1,4,-3,-1,-7,0,-1
O=C1c2cccc3cccc(c23)C(=O)N1OS(=O)(=O)c1ccccc1,0,0,5,2,-6,-4,7,-5,0
O=C(c1ccccc1)N(Cc1cccs1)C1CCS(=O)(=O)C1 (centres undefined),5,3,7,-4,5,1,-2,3,-2
Cc1cc(NC(=O)CCCC(=O)O)nc(C)n1,-4,1,6,-2,-3,4,-1,15,3
O=C(Cc1cccc2ccccc12)N/N=C/c1ccc(Sc2nc3ccccc3s2)o1,-19,-34,-17,-20,-54,-27,-4,-3,-13
FC(F)(F)c1cc(-c2ccccn2)nc2cc(-c3ccccc3)nn12,2,1,2,6,0,-1,-11,10,-1
COc1ccccc1NC(=O)N1CCN(c2ccccn2)CC1,3,-1,5,4,-4,3,2,2,1
CCOC(=O)c1sc2cccc(F)c2c1N,2,-8,5,5,5,1,11,3,3
CCOC(=O)NC(=O)/C(C#N)=C\Nc1sccc1C(=O)OC,-1,26,17,1,31*,20*,4,11,35*
CCOc1cc(/C=N/O)cc(Br)c1OCC,-6,-2,-9,4,4,2,0,-7,-3
Cc1nnc(NCCc2ccccc2)n(N)c1=O,7,-3,2,3,4,0,4,2,-8
CCN(c1ccc(OC)cc1)S(=O)(=O)c1nnc(NC(=O)COc2ccc(C)cc2)s1,7,-20,7,6,-8,-5,-34,9,0
CCCOc1ccc(-c2nc(=S)[nH][nH]2)cc1,-1,1,0,6,3,3,5,0,5
CCC(C)[C@H](NC(=O)[C@@H]1CSC2c3ccccc3C(=O)N21)C(=O)NC1CCCC1 (some centres undefined),4,4,3,3,-4,-2,2,-8,-5
O=C(O)C(C(=O)Oc1ccccc1)C(C(=O)O)C(=O)Oc1ccccc1 (centres undefined),1,-3,3,8,1,0,x,0,1
CCOc1ccc2nc(COC(=O)c3cccs3)c(C(C)=O)[n+]([O-])c2c1,6,4,7,-1,4,-1,5,15,1
COC(=O)c1ccccc1NC(=O)Nc1ccc(Cl)cn1,3,3,3,10,3,3,-3,14,-1
CC(=NCCc1ccccc1)C1=C(O)CSC1=O,2,-2,0,-7,-4,1,-1,3,-2

# This is a subset; rates above refer to the full screens.
